# Cav32 inh = human Cav3.2 channel inhibition, primary screen; O95180; Cav3.2-expressing cells, Fluo-4 calcium fluorescence FDSS; active compounds read low; B-score at 10 µM; hit rate 4% among 100,000; AID 449739;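 active = single-dose well whose peak fluorescence ratio is a statistical outlier from its plate by either plate-standardised score or position-corrected B-score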
# The depositor's hits bear a star.
Cav32 inh	Structure
-4.1	Cc1ccc(S(=O)(=O)N2CCCC2C(=O)Nc2nc3c(s2)CCCC3)cc1 (stereo unspecified)
-0.64	Cc1nc2ccccc2nc1N1CCC(C)CC1
-0.29	Cc1ccc(NC(=O)c2oc3ccc(S(=O)(=O)N4CCOCC4)cc3c2C)cc1C
0.32	CCOC(=O)C1=C(CSc2nc3ccccc3s2)NC(=O)NC1c1cccc([N+](=O)[O-])c1 (stereo unspecified)
0.96	COc1ccc(C=O)cc1COc1ccc(F)cc1F
-1.7	CCCSc1nnc(NC(=O)Nc2ccc(F)cc2)s1
-0.34	CCOc1ccc(OCC)c(NC(=O)CSc2nc3c(c(=O)n(C)c(=O)n3C)n2C(C)C)c1
0.6	O=C(Nc1cccc(OC(=O)c2ccco2)c1)c1ccco1
0.69	c1ccc(-c2nnc(-c3ccccn3)nc2NC2CCCCC2)cc1
-0.61	CCOC(=O)C(CC)n1cnc2c(nnn2-c2ccc(C)cc2)c1=O (stereo unspecified)
0.14	Cc1cccc(C)c1OCc1n[nH]c(=S)o1
0.18	CCOC(=O)N1CCN(CC(=O)Nc2ccc(OC)cc2)CC1
0.81	CCOC(=O)N1CCN(S(=O)(=O)c2ccc(OCC(=O)OC)c(C)c2)CC1
-0.24	CCOC(=O)N1CCC2(CC1)C(C#N)=C(N)Oc1c2c(C)nn1-c1cccc(Cl)c1
0.093	O=C(O)CCC(NS(=O)(=O)c1ccc(-c2ccccc2)cc1)C(=O)O (stereo unspecified)
0.12	COc1ccc(NC(=O)CSc2nc(C)cc(C)n2)cc1
-2.5	O=C(c1ccco1)N1CCN(c2ncnc3scc(-c4ccc(F)cc4)c23)CC1
0.4	Cc1c(Cl)c(C(=O)NNC(=S)NCc2ccco2)nn1C
0.56	OCCN1CCN(C(c2cccs2)c2ccc3cccnc3c2O)CC1 (stereo unspecified)
0.31	O=c1c(-c2ccco2)[n+]([O-])c2ccccc2n1OCc1ccccc1F
0.71	CCOC(=O)CSC(CC)C(=O)Nc1nnc(CC)s1 (stereo unspecified)
0.76	Cc1ccc(-n2ncc3c(NCc4ccco4)ncnc32)c(C)c1
0.58	c1ccc(-c2cn3c(n2)CCc2ccc4cccnc4c2-3)cc1
-1.5	CCN(CC(=O)Nc1ccc2c(c1)OCCO2)c1nc(-c2cccnc2)nc2ccccc12
-0.28	Cc1noc(COc2ccc(OCc3nc(C)no3)cc2)n1
-0.53	C=CCN1CC(O)=C(c2ccccc2)C1=N
0.0092	O=C(O)c1cc(-c2cccs2)nc2cc3c(cc12)OCCO3
-1.3	c1ccc2[nH]cnc2c1
-0.2	CCCOc1ccc(S(=O)(=O)n2cc(Br)c(=O)[nH]c2=O)cc1
1.1	Cc1cc(C)nc(NS(=O)(=O)c2ccc(NC(=S)NC(=O)CC(C)C)cc2)n1
0.57	COc1cc(NC(=O)c2ccco2)c(C(=O)O)cc1OC
-2.1	Cc1ccc(N(CC(=O)N/N=C/c2cccs2)S(C)(=O)=O)cc1Cl
-0.58	COc1ccc(-c2cc(-c3c(O)c(OC)c4occc4c3OC)[nH]n2)cc1OC
0.077	CCN(CC(=O)N1CCOCC1)S(=O)(=O)c1ccc(C)cc1
-1.2	Cc1ccc(SCC(=O)N2CC(C)OC(C)C2)cc1 (stereo unspecified)
-2.1	CCC(C)c1c(O)nc(SCC(=O)c2ccccc2)[nH]c1=O (stereo unspecified)
0.38	N/C(=N\OC(=O)CCc1ccccc1)c1ccc(Br)cc1
-2.4	CCC(=O)c1ccc(O)cc1
0.032	COC(=O)c1ccc(/C=C(\C#N)c2nc3ccccc3s2)cc1
1.1	Cc1ccccc1-n1c(SCc2cc(=O)n3ccccc3n2)nc2[nH]ncc2c1=O
0.15	COC(=O)CN1C(=O)CC(C)(C)S(=O)c2ccccc21 (stereo unspecified)
0.31	CC(=O)c1cccc(NC(=O)c2ccc(N(C)S(C)(=O)=O)cc2)c1
-0.6	c1ccc(-n2nnnc2OCCOc2nnnn2-c2ccccc2)cc1
0.2	NC1=NC(=O)C2(COC(c3ccccc3Cl)OC2)S1 (stereo unspecified)
0.21	Cc1ccc(CSc2nnc(-c3cccs3)n2C)cc1
0.45	CC1(C)SCC2C(=O)N3C(CSC3(C)C)C(=O)N21 (stereo unspecified)
-1.1	CSc1nc(C)c(CCOC(=O)c2cccc(Cl)c2)c(=O)[nH]1
-1.5	COc1cccc(NC(=O)Cc2nnc(SCCOc3ccccc3)n2C)c1

# Continued; it opens with the 6 that closed the last part.
Cav32 inh	Structure
-0.6	c1ccc(-n2nnnc2OCCOc2nnnn2-c2ccccc2)cc1
0.2	NC1=NC(=O)C2(COC(c3ccccc3Cl)OC2)S1 (stereo unspecified)
0.21	Cc1ccc(CSc2nnc(-c3cccs3)n2C)cc1
0.45	CC1(C)SCC2C(=O)N3C(CSC3(C)C)C(=O)N21 (stereo unspecified)
-1.1	CSc1nc(C)c(CCOC(=O)c2cccc(Cl)c2)c(=O)[nH]1
-1.5	COc1cccc(NC(=O)Cc2nnc(SCCOc3ccccc3)n2C)c1
3.4	CON(c1nc(Cl)nc(N(C)C)n1)S(=O)(=O)c1ccccc1Cl
-3	COC(=O)C1=NN(c2ccccc2)C2(S1)SC(C(C)=O)=C(C)N2c1ccccc1 (stereo unspecified)
-2	N/C(Cc1cccs1)=N\OC(=O)COc1ccc(Br)cc1
-0.2	CCc1cccc(NC(=O)c2snc3c(=O)[nH]cnc23)c1
0.038	O=C(NC1CCCCC1)c1ccc(CNc2ccccc2)o1
-0.25	CN1C(C(=O)NCc2ccccc2)CC2Cn3c(nc4ccccc43)C21 (stereo unspecified)
-0.18	Cc1cccc(-n2c(O)c(C=Nc3ccc4c(c3)OCO4)c3ccccc3c2=O)n1
-2.8	CCOc1ccccc1NC(=O)CC1Nc2cc(C)c(C)cc2NC1=O (stereo unspecified)
0.22	COc1cccc(NC(=O)CNC(=O)c2ccccc2)c1
0.065	CCOc1ccc(-n2c(N)c(-c3nc4ccccc4[nH]3)sc2=S)cc1
0.039	CCN(CC)C(=O)C1CCCN(Cc2cccc(F)c2)C1 (stereo unspecified)
-3	CCSc1nnc(NC(=O)NC(CC)(C(F)(F)F)C(F)(F)F)s1
1.6	COc1ccc(CN2CCN(c3cc(C)nc4c5c(C)cc(C)nc5nn34)CC2)cc1F
0.086	Cn1cc(CNC(=O)C2c3ccccc3Oc3ccccc32)cn1
0.017	Cn1c(SCC(=O)NCc2ccccc2)nnc1C1CC1
-8.1*	COCCn1c(-c2ccc(OC)cc2)cnc1SCC(=O)Nc1cccc2ccccc12
0.77	CCCCSc1nnc2c(n1)[nH]c1ccccc12
-0.41	Cn1c(=O)oc2cc(S(=O)(=O)N3CCN(c4ccccc4)CC3)ccc21
-0.065	O=c1c2nnn(Cc3ccc(Cl)cc3)c2ncn1Cc1ccc(F)cc1
-2.5	O=C(c1cccc(COCC(F)(F)C(F)F)c1)N1CCN(c2ccccc2)CC1
0.58	CS(=O)(=O)N(CCc1ccccc1)CC(=O)Nc1ccc2c(c1)OCO2
-1.3	CCOc1ccc(C2C(C#N)=C(N)N3C(=C2C#N)Sc2ccccc23)cc1 (stereo unspecified)
-0.63	CCCNc1c(N)n(-c2ccccc2)c(=O)[nH]c1=O
0.18	CC(=O)Nc1cccc(NC(=O)c2c(-c3ccccc3)noc2C)c1
1.3	Cc1ccc(/C=C/C(=O)Nn2cnnc2)cc1
-0.044	CCCc1nnc(NC(=O)CN2CCOCC2)s1
-0.43	O=C1NCCN1Cc1ccccc1
0.12	Nc1ccc(C#Cc2ccc3oc4ccccc4c(=O)c3c2)cc1
1.2	Cc1ccc(-c2nnn(CC(=O)NCc3ccccc3)n2)c(-n2cnnn2)c1
0.83	Cc1ccc(C(=O)Nc2ccc(N3CCOCC3)cc2)cc1
0.57	C#CCOCCOCCOCCNc1nc(N2CCN(C(=O)[C@H]([C@@H](C)CC)n3cc([C@@H](N)Cc4ccc(O)cc4)nn3)CC2)nc(N2CCN(C(=O)[C@H](Cc3ccc(O)cc3)n3cc([C@@H](N)C(C)CC)nn3)CC2)n1 (stereo partly specified)
0.78	Cc1ccccc1Nc1nc(N)nc(CN2CCN(c3ccccn3)CC2)n1
0.36	COc1cc(CNCCSc2nnnn2C)cc(OC)c1OC
-1.2	CCCc1cc(=O)n2[nH]c(NCc3c(Cl)cccc3Cl)nc2n1
0.42	CCCc1ncc(C(O)c2cccc3ccccc23)n1C (stereo unspecified)
0.53	COc1ccc(CC(=O)NCc2ccccc2)cc1S(=O)(=O)N1CCOCC1

# Single entries from the list:
# Cav32 inh with Cc1ccccc1Nc1nc(N)nc(CN2CCN(c3ccccn3)CC2)n1 : 0.78
# Cav32 inh with COc1ccc(CC(=O)NCc2ccccc2)cc1S(=O)(=O)N1CCOCC1 : 0.53
# Cav32 inh with CCCc1cc(=O)n2[nH]c(NCc3c(Cl)cccc3Cl)nc2n1 : -1.2
# Cav32 inh with Cc1ccc(/C=C/C(=O)Nn2cnnc2)cc1 : 1.3

# New compounds follow:
Cav32 inh	Structure
-2.9	CCSc1nc(-c2ccc(OC)cc2)cc(-c2ccc(OC)cc2)c1C#N
-0.028	CCOC(=O)CCC(=O)Nc1ccc(S(=O)(=O)N2CCC(C)CC2)cc1
-2.8	O=C(CCCn1c(SCC(=O)c2ccc(F)cc2)nc2ccccc2c1=O)NCc1ccco1
-0.074	O=C(O)CC1(Cc2nc(-c3cccs3)no2)CCCC1
0.048	CCOC(=O)c1nn(-c2ccccc2)c(=O)c2c(N)scc12
0.028	Cc1cc(C(F)F)n2nc(C(=O)Nc3ccc(S(=O)(=O)N4CCCC4)cc3)nc2n1
0.55	COc1ccc(C2C(C(=O)Nc3cccnc3)=C(C)Nc3nc(-c4cccs4)nn32)cc1OC (stereo unspecified)
-2.1	C/C(=N\NS(C)(=O)=O)c1ccccc1
0.0047	O=C1[C@@H]2Cc3ccccc3CN2C(=O)N1c1cccc(F)c1
0.43	Cc1ccc(-c2nnc(SCC(=O)CC(=O)Nc3ccccc3)n2C)cc1
-1.4	CCOC(=O)NC(Nc1nc2ccccc2s1)(C(=O)OCC)C(F)(F)F (stereo unspecified)
0.36	O=C(NCCc1cn2ccsc2n1)C1CCCCC1

# Part of the list above in order of length of the SMILES, smallest number first:
Cav32 inh	Structure
-2.1	C/C(=N\NS(C)(=O)=O)c1ccccc1
0.43	Cc1ccc(-c2nnc(SCC(=O)CC(=O)Nc3ccccc3)n2C)cc1
-2.8	O=C(CCCn1c(SCC(=O)c2ccc(F)cc2)nc2ccccc2c1=O)NCc1ccco1

# (next part)
Cav32 inh	Structure
1.6	O=c1cc(-c2ccc(O)c(O)c2)oc2c(C3O[C@H](CO)[C@@H](O)[C@H](O)[C@H]3O)c(O)cc(O)c12 (stereo partly specified)
0.85	Cc1cccc(C)c1NC(=O)C(NC=O)c1ccc(N(C)C)cc1 (stereo unspecified)
1.2	Cc1ccc(/C=N\NC(=O)Cn2c(C)nc3ccccc32)o1
-0.93	CC(=O)c1c(N2CCC(C(N)=O)CC2)nc(=S)n(-c2ccccc2)c1C
0.98	COc1ccc(-c2noc3c2-c2nc(-c4ccc(Br)cc4)sc2CC3)cc1
0.47	CCOC(=O)c1cnc2c(N=Nc3ccccc3)c(N)nn2c1N
0.049	Cc1ccc(CNC(=O)C2CCC(=O)N2CCc2ccccc2)cc1 (stereo unspecified)
1.1	Cc1noc(C)c1CSc1nc2ccccc2n1C
-0.22	CCCc1[nH]nc2c1C(CCc1ccccc1)C(C#N)=C(N)O2 (stereo unspecified)
0.96	COc1ccc(/C(O)=C2/C(=O)C(=O)N(CCCC(=O)O)C2c2ccc(OC)c(OC)c2)cc1 (stereo unspecified)
0.95	COCCOC(=O)C1=C(C)OC(N)=C(C#N)C1c1ccco1 (stereo unspecified)
-3.2	CCNC(=S)N(Cc1ccc(OC)cc1)C1CC(=O)N(c2ccc(OCC)cc2)C1=O (stereo unspecified)

# Structures above printed as active in Cav32 inh:
Cav32 inh	Structure
-8.1*	COCCn1c(-c2ccc(OC)cc2)cnc1SCC(=O)Nc1cccc2ccccc12

# The list continues.
Cav32 inh	Structure
0.9	Fc1ccc(Oc2cc(N3CCOCC3)nc(-c3ccccc3)n2)c(F)c1
-0.98	CCCCOC(=O)Nc1ccc(C(C)C)cc1
-0.051	CC(NC(=O)c1cc2c(=O)n(C)c3ccccc3c2n1C)c1ccc2c(c1)OCCO2 (stereo unspecified)
-0.18	Cc1c(NC(=O)c2n[nH]c(=O)c3ccccc23)c(=O)n(-c2ccccc2)n1C
-0.95	O=C(CO)N/N=C/c1ccccc1F
0.061	O=C(c1ccco1)N1CCN(c2c(-c3ccccc3)c3cc(Cl)ccc3[nH]c2=O)CC1
0.71	O=C(c1ccc2ccccc2n1)N1CCN(c2ccccc2O)CC1
0.4	CSc1cccc(NC(=O)Cn2cccc2)c1
-1.4	COc1ccc(C2CC(=O)Oc3c(C(CCN4CCCC(C)C4)c4ccc(N(C)C)cc4)c(OC)cc(OC)c32)cc1 (stereo unspecified)
-1.4	Cc1ccc(C(=O)Nc2ccccc2N2CCN(C(=O)C(C)C)CC2)cc1C
-0.66	Cc1ccc(-c2cnc(NC(=O)CCC(=O)N3CCCCC3)n2C)cc1
0.45	CCOC(=O)N1CCN(C(=O)c2oc3ccc(S(=O)(=O)N4CCCCC4)cc3c2C)CC1
1.4	CCNC(=O)CSc1nnc(-c2cccc(S(=O)(=O)N(CC)CC)c2)n1CCc1ccccc1
-0.14	COc1ccc(C2CC(c3cc(Br)ccc3F)n3nnnc3N2)cc1 (stereo unspecified)
0.18	CC(C)C1N(c2ccccc2)C(N)=C(C#N)C1(C#N)C#N (stereo unspecified)
1.2	Cc1ccc(S(=O)(=O)N(C)CC(=O)O/N=C(\N)c2cccc([N+](=O)[O-])c2)cc1
1.2	CCC1(CC)NC(=O)N(CC(=O)OCC(=O)Nc2cc(C)ccc2C)C1=O
0.77	C=CCn1c(=NC(=O)CN2C(=O)CCC2=O)sc2cccc(OC)c21
1.1	Cc1ccccc1/[N+]([O-])=C/c1ccncc1
0.19	COCCNc1nc(-c2cc(-c3ccccc3)on2)cc(C(C)C)n1

# Screening data (PubChem)

# Not all compounds are listed. The share of hits here may be higher or lower than overall.
